SSB-PriA inh – K. pneumoniae PriA-SSBct interaction inhibition | AID 1272365 | 430,000 compounds, 0.6% hits | inhibition, % at 33 µM | AlphaScreen SSBct-PriA binding, biotinylated peptide; in the data active = inhibition mostly above about 37%, no sharp cut-off; inactive = mostly below about 20%;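 also: plate controls were negative control peptide for no effect and reference peptide for full effect; strong numbers were not always called active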
* = called active by the depositor; & = joins results of further samples. These rows are one share of the data (hit frequency here may not be typical).

SMILES	SSB-PriA inh
Cc1cccc(NC(=O)C(=O)NCCc2ccco2)c1C	-10.0
CC(=O)N(Cc1cccnc1)c1nc2cc3c(cc2s1)OCCO3	-5.0
COC(CNC(=O)c1ccc(Br)o1)c1ccccc1Cl (configuration not stated)	-12.0
Cc1nc2scc(-c3cccc(NC(=O)Cc4ccc(F)cc4)c3)n2c(=O)c1C	-4.0
CCOC(=O)N=C(NC(=O)Nc1ccc(C(=O)OCC)cc1)OC	12.8
Cc1ccc(S(=O)(=O)N=C(CSC(N)=O)Nc2ccccc2)cc1	-7.4
Cc1ccc2c(c1)c(-c1ccccc1)c(-c1ccccc1)n2CC(O)CN1C(=O)CNC1=O (configuration not stated)	19.0
Cc1nsc(C(=O)N2C3CCC2CC(O)C3)n1 (configuration not stated)	-3.0
CC(=O)N1CCN(c2nc3c(Cl)cccc3s2)CC1	-5.0
CCOc1cc(C=NNC(=O)c2ccncc2)ccc1OC(=O)c1ccc([N+](=O)[O-])cc1	-5.8
NC(=NOC(=O)Oc1ccccc1)c1ccc([N+](=O)[O-])cc1	-15.1
CCc1noc2c1C(=NO)CC(c1ccccc1)C2 (configuration not stated)	-1.2
Cc1cc(CCNC(=O)C(C)Oc2ccccc2)on1 (configuration not stated)	3.0
COC(=O)c1ccc(Nc2ncnc(N)c2[N+](=O)[O-])cc1	7.0
O=C1NC(=S)N(S(=O)(=O)c2c(Cl)cccc2Cl)C1Cc1ccccc1 (configuration not stated)	86.0*

Some of the entries above in a different format.
CCOC(=O)N=C(NC(=O)Nc1ccc(C(=O)OCC)cc1)OC
  SSB-PriA inh: 12.8
Cc1ccc(S(=O)(=O)N=C(CSC(N)=O)Nc2ccccc2)cc1
  SSB-PriA inh: -7.4

The listing picks up, repeating the four entries before the break.
SMILES	SSB-PriA inh
CCc1noc2c1C(=NO)CC(c1ccccc1)C2 (configuration not stated)	-1.2
Cc1cc(CCNC(=O)C(C)Oc2ccccc2)on1 (configuration not stated)	3.0
COC(=O)c1ccc(Nc2ncnc(N)c2[N+](=O)[O-])cc1	7.0
O=C1NC(=S)N(S(=O)(=O)c2c(Cl)cccc2Cl)C1Cc1ccccc1 (configuration not stated)	86.0*
COc1cccc(NC(=O)CSc2nc3c(-c4ccccc4)c[nH]c3c(=O)n2C)c1	-27.0
Cc1ccc(S(=O)(=O)NNC(=NS(=O)(=O)c2ccccc2)c2ccccc2)cc1	-4.9
Cn1cc(NC(=O)Nc2ccccc2C(N)=O)c2ccccc21	-3.0
Cc1ccc(NC(=O)C(=O)NCC2CCCO2)c([N+](=O)[O-])c1 (configuration not stated)	7.0
O=C(COc1ccccc1F)NCC(O)(c1ccco1)C1CC1 (configuration not stated)	4.0
O=C(Cc1ccccc1Cl)NCCn1ccn2nc(-c3ccco3)cc12	-6.0
CCCSc1nnc(NC(=O)c2ccccc2C(F)(F)F)s1	-12.0
COc1ccc(NN=C(Oc2ccc([N+](=O)[O-])cc2)C(C)=O)cc1	35.6
O=C(CCc1ccccc1Br)N(Cc1ccsc1)C1CC1	-33.0
O=C(NCCCN1CCN(c2ccccc2)CC1)c1ccc(F)cc1F	3.0
COc1ccccc1OCC#CCNC(=O)c1ccno1	-8.0
CS(=O)(=O)c1ccccc1-c1nnc(NC(=O)CN2C(=O)c3ccccc3C2=O)o1	-17.0
Cc1nnc(SCC(=O)NCc2ccc3c(c2)OCO3)n(N)c1=O	-1.0
COc1ccc(/C=N\NC(=O)CCC2C(=O)NN=C2C)cc1O (configuration not stated)	-12.0
Cc1nnc2ccc(N3CCN(C(=O)NC4CCCCC4)CC3)nn12	-4.0&1.0
O=C(CCCO)NN=Cc1cc(Br)ccc1O	-5.8
CCOc1ccc(S(=O)(=O)NCc2ccccc2)cc1C(C)C	-9.0&6.0
Nn1c(SCC(=O)Nc2cc(C(F)(F)F)ccc2Cl)nnc1-c1ccco1	-12.0
C=CCN1C(=O)C(C)(C)COc2ccc(NC(=O)C3CC3)cc21	-7.0&16.0
O=C(NCc1cccs1)C(=O)NC[C@@H](c1cccnc1)N1CCc2ccccc2C1	-2.0
COc1ccc(CC(N)=NOC(C)=O)cc1OC	2.5
O=C(Cc1cccs1)Nc1ccc2c(c1)CN(C(=O)c1ccccc1)CC2	-12.0
CC(=O)c1cccc(NC(=O)NC2CC(=O)N(c3ccccc3)C2)c1 (configuration not stated)	-1.0
CCOC(=O)N1CCc2c(sc(NC(=O)c3ccco3)c2C#N)C1	-1.0
O=C(Cc1ccc(O)cc1)NN=Cc1cccnc1	-4.3
CCOC(=O)c1c(N=Cc2ccccc2O)sc2c1CCC2	-14.7
O=S(=O)(c1ccc(C(F)(F)F)cc1)N1CCC(n2ccnn2)CC1	-1.0
O=C(CSc1ccc(F)cc1)NCc1cncc(-c2ccsc2)c1	-15.0
COc1ccc(/C(C#N)=C/c2ccc(-c3nc4ccccc4s3)o2)cc1OC	-13.0
COc1ccc(C=NNC(=O)c2snnc2C)c(OC)c1OC	-18.2
CC(=O)c1cccc(NC(=O)CCn2nc(C)nc2C)c1	-12.0&-3.0
CC(C)(C)C(=O)N1CCc2ccc(NC(=O)c3cc4ccccc4s3)cc21	-14.0
c1ccc(-c2nc(N(c3ccccc3)c3ccccc3)s[n+]2-c2ccccc2)cc1	6.0
O=[N+]([O-])c1ccc(C2NCCS2)cc1 (configuration not stated)	3.0
O=C(NCC1(c2ccsc2)CCCC1)Nc1cccs1	53.0*
O=C(Nc1cccc(-c2nc3ccccc3s2)c1)C1CC1	2.0
CC1=NN(Cc2ccc(Cl)c(Cl)c2)c2nc3c(c(=O)n(C)c(=O)n3C)n2C1C (configuration not stated)	12.0
CCOC(=O)NC1(Nc2ccccc2Cl)Oc2ccccc2O1	-1.0
Cc1ccc(NC(=O)c2oc3ccccc3c2NC(=O)c2c(F)cccc2Cl)cc1C	-16.0
CC(=NNS(=O)(=O)c1ccccc1)c1ccc2c(c1)OCCO2	-18.4
Cc1ccc(S(=O)(=O)c2nc(N3CCCC(C)C3)sc2Cl)cc1 (configuration not stated)	-4.0
O=C(NCCN1CCOCC1)C(=O)NCc1ccsc1	-2.0
COc1cc(NC(=O)C2Nc3cc(C)ccc3S(=O)(=O)N2)cc(OC)c1OC (configuration not stated)	-3.0
COC(=O)c1ccc(S(=O)(=O)N2CC(n3cc(CN4CCCC4=O)nn3)C2)cc1	-5.0
Nc1ccc(-c2nc3ccccc3s2)cc1	-12.0
Cc1cc(=O)[nH]c(NN=Cc2cccc(Br)c2)n1	-11.8
O=C(CSc1nccn1Cc1ccco1)NCc1ccc2c(c1)OCO2	-7.0&12.0
CSc1ncc(Cl)c(C(=O)Nc2cc(F)ccc2F)n1	-10.0&0.0
CSc1ccc([C@@H](O)CNC(=O)c2ccc(S(=O)(=O)N3CCCC3)cc2)cc1	6.0
CCOc1ccc(S(=O)(=O)NCC2CCN(C3CCCC3)CC2)cc1F	-9.0
COc1nn(C)cc1C(=O)N1CCC(C(=O)NCCC(c2ccccc2)c2ccccc2)CC1	-2.0
CC(C)c1c(C(=O)NN=Cc2ccc(OCc3ccc(F)cc3)cc2)nnn1-c1nonc1N	-6.5
CCOC(=O)N=c1oc2ccccc2o1	-14.0
COc1ccc(C(=O)NCCc2ccc3c(c2)CCCN3C)cc1	33.3
CCCS(=O)(=O)c1ccc(N2CCC(Cc3ccccc3)CC2)nn1	-13.0
Cc1ccc(-n2c(C)cc(C(=O)CSc3nnc4cc(C)c5ccccc5n34)c2C)cc1C	7.0
CNC(=O)CSc1nc(-c2ccccc2)cc(=O)[nH]1	-18.0
O=S(=O)(c1cc(F)cc(F)c1)N1CC(Oc2nc3c(F)cccc3s2)C1	-8.0
O=C(CSCc1ccccc1)Nc1cc(=O)[nH]c(=O)[nH]1	7.0
Cc1nnc(NC(=O)C2CN(S(C)(=O)=O)C2)s1	-3.0

Four consecutive records from above, for reference:
SMILES	SSB-PriA inh
CNC(=O)CSc1nc(-c2ccccc2)cc(=O)[nH]1	-18.0
O=S(=O)(c1cc(F)cc(F)c1)N1CC(Oc2nc3c(F)cccc3s2)C1	-8.0
O=C(CSCc1ccccc1)Nc1cc(=O)[nH]c(=O)[nH]1	7.0
Cc1nnc(NC(=O)C2CN(S(C)(=O)=O)C2)s1	-3.0

Remaining list, next part:
SMILES	SSB-PriA inh
Cc1cc(O[C@H]2CCN(S(=O)(=O)c3ccc(-c4ccc(F)cc4)cc3)C2)cc(=O)o1	-7.0
Cn1cccc1[C@@H](O)CCNC(=O)C(C)(C)Oc1ccc(Cl)cc1	2.0
Cc1cc(F)ccc1NC(=O)Cn1c(=O)nc(-c2ccccc2F)c2cc(Cl)ccc21	0.0
O=C(Nc1ccc([N+](=O)[O-])cc1)c1cccn(Cc2cccc(C(F)(F)F)c2)c1=O	-1.0
Cc1cc(C)n(CCC(=O)NN=Cc2ccc(O)cc2O)n1	10.3
O=C(COc1ccc(Cl)cc1Cl)NCC(O)(c1ccccc1)C(F)(F)F (configuration not stated)	-10.0
Cc1oc(-c2ccc(Cl)cc2)nc1CSc1nc2ccccc2c(=O)n1C(C)C	-7.0
CCC(C)=NNc1nc2c(c(=O)[nH]c(=O)n2C)n1Cc1ccccc1	-1.8
NC(=NO)c1ccc(Oc2ccccc2Cl)c([N+](=O)[O-])c1	2.9
COc1ccc(-c2nc(CNS(=O)(=O)c3ccc(Cl)s3)cs2)cc1	-9.0
COc1cccc(OC)c1C(=O)Nc1ccc(-c2cn3c(C)csc3n2)cc1	18.0
O=C(Nc1cc(-n2ccnc2)ncn1)c1ccccn1	-5.0
COc1ccc(Cl)cc1C(=O)N1CCCC1CS(=O)(=O)c1ccccc1 (configuration not stated)	-16.0
COc1ccc(-c2[nH]ncc2-c2nc(-c3ccc(C)c(C)c3)no2)cc1OC	-9.0
Cn1cccc1-c1noc(CNS(=O)(=O)C2CC2)n1	-8.0
O=C(CCc1ccccc1F)NC1CCN(c2nccs2)C1 (configuration not stated)	1.0
CCOC(=O)c1ccc2nc(NC(=O)C3CCCCN3S(C)(=O)=O)sc2c1 (configuration not stated)	-1.0
Cc1nsc(C(=O)N2CCN(c3ccccc3Cl)CC2)n1	-21.0
O=C(CSc1nc(-c2ccccc2Cl)ns1)Nc1ccc(F)cc1F	-43.0&-29.0
NC(=O)c1ccccc1NC(=O)c1ccc(=O)n(Cc2cccc(F)c2)c1	18.0
COc1ccc(CNC(=O)N2CCC(Oc3cccc(C)n3)CC2)cc1OC	-5.0
O=C(Nc1ccc(Cl)cc1C(=O)c1ccccc1)c1cccs1	12.0
COc1ccc(/C=C/C(=O)Nc2nnc(-c3ccco3)o2)cc1OC	-2.0
COc1ncc(NC(=O)Nc2ccc3c(c2)OCO3)c(OC)n1	-13.0
CCn1c2ccccc2c2cc(NC(=O)C34CCC(C)(C(=O)O3)C4(C)C)ccc21 (configuration not stated)	-15.0
Oc1c(Br)cc(Br)cc1C=Nc1nccs1	-1.6
COc1ccc(S(=O)(=O)NC(N)=NCCc2c[nH]c3ccccc23)cc1F	19.0
COc1ccccc1NC(=O)NCCn1ccc(-c2cccs2)n1	-1.0
O=C1C[C@@]2(CCN(C(=O)c3cc(=O)c4ccccc4o3)C2)Oc2ccccc21	-1.0
COc1cc(C=NNc2ncnc3sc4c(c23)CCC4)ccc1O	-1.9
O=[N+]([O-])c1ccc(CSc2cccc3cccnc23)cc1	39.4
Cc1ccc(NC2=CC(=NS(=O)(=O)c3cccs3)c3ccccc3C2=O)cc1	22.7
Cc1ccc(F)c(N/C=C(\C#N)c2nc(-c3ccc(Cl)c(Cl)c3)cs2)c1	-2.0
COc1ccc(S(=O)(=O)N2CCCCC2CC(=O)NCc2ccco2)cc1 (configuration not stated)	11.0
Cn1cc(C(=O)NCc2nn(C)c(=O)c3ccccc23)nn1	-5.0
O=C(CN1CCC(C(=O)NCc2ccncc2)CC1)Nc1ccc(F)cc1	-1.0
O=C(Nc1cc(C(F)(F)F)ccc1Cl)C1COc2ccccc2O1 (configuration not stated)	-32.0
O=C(CSc1cc(-c2nc(C3CC3)no2)ccn1)Nc1ccc(Br)cc1	-13.0
CCCN1C(=O)/C(=C/c2ccc(CC)s2)NC1=S	5.0
COc1ccc2c(=O)c(Oc3ccc(C(=O)NCCN4CCOCC4)cc3)c(C)oc2c1	-13.0
O=S(=O)(Nc1cnc(N2CCN(c3ccccn3)CC2)nc1)c1cccs1	-7.0
COc1ccccc1S(=O)(=O)NC[C@H](OC)c1ccccc1C	-1.0
Cc1cc(C)n(-c2ccc(C(=O)NCc3ccccc3Cl)nn2)n1	1.0
O=C(Cn1cnc2ccccc21)N1CCN(C(=O)C2CC2c2ccccc2)CC1 (configuration not stated)	4.0
CC1CCc2cc(F)ccc2N1C(=O)CCN1C(=O)c2ccccc2S1(=O)=O (configuration not stated)	-14.0
O=C(CN1CCCc2ccccc21)N/N=C\c1ccco1	25.0
O=[N+]([O-])c1ccc(S(=O)(=O)N2CCn3cccc3C2c2ccc(Cl)cc2)cc1 (configuration not stated)	24.0
Cc1cc(NC(=O)Cc2cccs2)n(-c2nc(-c3cccs3)cs2)n1	-6.0
COc1ccc(C(=O)NCc2c(-c3ccc(C)cc3)nc3n2CCS3)cc1OC	-3.0
CC(=NNC(N)=O)c1cccc(Cl)c1	-3.6
COc1ccc(NC(=O)Cn2nc3n(CCC(C)C)c(=O)c4ccccc4n3c2=O)cc1OC	1.0
S=c1[nH]ncn1N=Cc1ccc(N2CCOCC2)cc1	-10.9
CC(=O)Nc1ccc(-n2c(N)c(C(=O)NC3CCCC3)c3nc4ccccc4nc32)cc1	5.0
CC(=NNC(=O)c1ccccc1)C(=NO)C(=O)Nc1ccccc1	-4.9
O=S(=O)(Nc1ccccc1Cc1nc(-c2cccnc2)no1)c1ccc2c(c1)CCCC2	7.0
Cc1cc([N+](=O)[O-])c(C)cc1-c1ccc(C=NNC(=O)Cn2nnnc2N)o1	-16.9
COc1cccc(C(=O)NCC(=O)NN=Cc2c(C)[nH]c3ccccc23)c1	-8.6
O=C(OCc1nc2ccccc2s1)c1cc(=O)c2ccccc2o1	4.0

Among those listed so far, three contain a cyano group.
SMILES	SSB-PriA inh
CCOC(=O)N1CCc2c(sc(NC(=O)c3ccco3)c2C#N)C1	-1.0
COc1ccc(/C(C#N)=C/c2ccc(-c3nc4ccccc4s3)o2)cc1OC	-13.0
Cc1ccc(F)c(N/C=C(\C#N)c2nc(-c3ccc(Cl)c(Cl)c3)cs2)c1	-2.0

Screening results from PubChem.
